High-throughput results from PubChem.
Lipid storage S3: qHTS Assay for Lipid Storage Modulators in Drosophila S3 Cells | Drosophila S3 cells, BODIPY lipid droplet fluorescence, 18-24 h; cells fed with added oleic acid | Potency in µM for hits, for the others lipid storage change, negative = inhibition, % at the top dose, mostly 46.1 µM | 320,000 compounds, 0.64% hits | AID 2685; active = well fitted inhibition curve with a large enough effect in the signal ratio, with a control signal flat, not every such curve was filed as active; inconclusive = small, poorly fitted or top-dose-only effect, or effect the other way, or a change in a side signal; the % refers to the signal ratio
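Laser-scanning cytometry quantifies lipid droplet accumulation (500–530 nm total intensity; droplet/cell object ratio) in oleic acid-fed (400 uM added) Drosophila S3 cells treated with a concentration series. 20 uM Triacsin C defined 100% inhibition.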
Lipid storage S3 cell count max: recorded beside Lipid storage S3, whose call it bears; cell number change, %; measured here: cell count max response;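 cells counted by Cell Tracker Red CMTPX staining in the red channel; peak over a dose series mostly up to 46.1 µM; percent activity relative to internal control wells on each plate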
* marks the source's active call; other numbers are inactive results. % is set by controls: 0 for no effect and ±100 for the full control effect; potency is the fitted concentration of half-maximal effect.

O=C1CCCC2=C1C(c1ccc(OS(=O)(=O)c3ccc(Cl)cc3)cc1)C1=C(CCCC1=O)O2 was read as Lipid storage S3 1% and Lipid storage S3 cell count max -8.
`Cc1ccc(CC(=O)NCCCc2ccccc2)cc1` gave Lipid storage S3 9% and Lipid storage S3 cell count max 2.
`CCc1cccc(CC)c1NC(=O)NC1CCCCC1` gave Lipid storage S3 inconclusive.
For Cc1ccc(/C=N/NC(=O)c2cccs2)cc1[N+](=O)[O-] the results were Lipid storage S3 inconclusive.
Screening CC(C)Cc1nnc(NC(=O)CCC(=O)NC2CCCCCCC2)s1 returned Lipid storage S3 inactive and Lipid storage S3 cell count max 14.
Screening COc1ccc(C(=O)C2CCCN(C(=O)c3ccc(F)cc3)C2)cc1OC (configuration not stated) returned Lipid storage S3 inconclusive.
CC(=O)N(Cc1cc(=O)[nH]c2ccccc12)c1ccc(C)cc1C was read as Lipid storage S3 inconclusive.
Screening COc1ccc(N2CCN(c3ncnc4scc(-c5ccc(F)cc5)c34)CC2)cc1 returned Lipid storage S3 inconclusive.
Screening COC(=O)[C@@H]1CCCN1C(=O)c1cc(COc2cccc3cccnc23)on1 returned Lipid storage S3 -5% and Lipid storage S3 cell count max -1.
COc1cccc(OC)c1C(=O)OCC(=O)NCC(C)C was read as Lipid storage S3 -3% and Lipid storage S3 cell count max -3.
Screening CCCn1nnnc1SCC(=O)N1CCN(C(=O)c2ccco2)CC1 returned Lipid storage S3 inconclusive.
`O=C1c2cccnc2C(=O)N1Cc1ccc2c(c1)OCO2` gave Lipid storage S3 inconclusive.
For Cc1ccc(C23CCC(=O)N2C(C(=O)O)CS3)c(C)c1 (configuration not stated) the results were Lipid storage S3 inactive and Lipid storage S3 cell count max 13.
Screening O=[N+]([O-])c1ccc(S(=O)(=O)NCC(c2ccco2)N2CCc3ccccc3C2)cc1 (configuration not stated) returned Lipid storage S3 inconclusive.
Screening Cc1ccc(C2NC(=O)NC(O)(C(F)(F)F)C2C(=O)c2cccs2)o1 (configuration not stated) returned Lipid storage S3 -8% and Lipid storage S3 cell count max -7.
`COC(=O)CCC(=O)Nc1sc(C)c(C)c1C(N)=O` gave Lipid storage S3 inconclusive.
For CC(C)(C)C(=O)Nc1nnc(COc2ccc(Cl)cc2)s1 the results were Lipid storage S3 -12% and Lipid storage S3 cell count max 0.
CCCCn1c(N)c(N(CCOC)C(=O)COC(=O)c2ccccc2OCC)c(=O)[nH]c1=O was read as Lipid storage S3 -2% and Lipid storage S3 cell count max 7.
Screening Cc1nn(-c2ccccc2)c2c1C(c1ccc(Cl)cc1)N(c1ccccc1)C(=O)N2 (configuration not stated) returned Lipid storage S3 inconclusive.
COc1ccc(/C=N/n2c(=O)[nH]c3c([nH]c4ccc(F)cc43)c2=O)cc1CN1CCCCC1 was read as Lipid storage S3 inconclusive.
`CC(=O)Nc1ccc(OC(=O)C(CCS(C)(=O)=O)N2C(=O)c3ccccc3C2=O)cc1` (configuration not stated) gave Lipid storage S3 -3% and Lipid storage S3 cell count max 8.
`Cc1ccnc(NC(=O)c2cnc(Cl)c(Cl)c2)c1` gave Lipid storage S3 inconclusive.
C=C(C)C(=O)Nc1cccc(C2=NOC3(C2)C[C@@H](C(N)=O)N(C(=O)C(=C)C)C3)c1 (some centres not stated) was read as Lipid storage S3 9% and Lipid storage S3 cell count max 9.
Screening O=C(c1ccccc1Cl)N1CCC(O)(c2cccnc2)CC1 returned Lipid storage S3 6% and Lipid storage S3 cell count max -8.
Screening CC(C)N(c1nnc(N)s1)C(C)C returned Lipid storage S3 1% and Lipid storage S3 cell count max 11.
`O=C(N/N=C/c1ccc(O)cc1)c1cc(-c2ccc3c(c2)OCO3)n[nH]1` gave Lipid storage S3 -3% and Lipid storage S3 cell count max 4.
O=C(COC(=O)c1ccc2ccccc2c1)NCCCc1ccccc1 was read as Lipid storage S3 -1% and Lipid storage S3 cell count max -4.
COc1ccc(NC(=O)NNC(=O)c2ccccc2-n2cccc2)cc1OC was read as Lipid storage S3 -5% and Lipid storage S3 cell count max 10.
For Cc1nnc(NC(=O)CCS(=O)(=O)Cc2ccccc2)s1 the results were Lipid storage S3 inconclusive.
NC(=O)CC(NC(=O)c1ccc(Cl)cc1)C(=O)NCCc1ccc(S(N)(=O)=O)cc1 (configuration not stated) was read as Lipid storage S3 inconclusive.
`CN1CCN(CC(=O)Nc2ccc(OC(F)(F)F)cc2)CC1` gave Lipid storage S3 10% and Lipid storage S3 cell count max -6.
`CC1CN(C(=O)c2ccc(CNS(=O)(=O)c3cccc(C(F)(F)F)c3)cc2)CC(C)O1` (configuration not stated) gave Lipid storage S3 inconclusive.
For CC(=O)Nc1ccc(NC(=O)CCC(=O)OCC(=O)c2cccc([N+](=O)[O-])c2)cc1 the results were Lipid storage S3 1% and Lipid storage S3 cell count max 8.
Screening O=C(O)CCN1C(=O)c2ccc(NC(=O)COc3ccccc3)cc2C1=O returned Lipid storage S3 inconclusive.
For O=C1c2ccccc2C(=O)C1c1ccc(O)cc1 the results were Lipid storage S3 -3% and Lipid storage S3 cell count max -8.
For CC(=O)c1ccc(NC(=S)NNC(=O)NC2CCCCC2)cc1 the results were Lipid storage S3 inconclusive.
NS(=O)(=O)c1ccc(NC2=CC(=O)C(=O)c3ccccc32)cc1 was read as Lipid storage S3 inconclusive.
COCCNC(=S)N1CCN(S(C)(=O)=O)CC1 was read as Lipid storage S3 inconclusive.
C=CCn1c(C(CCCC)CC(C)O)n[nH]c1=S (configuration not stated) was read as Lipid storage S3 inconclusive.
`Fc1ccc(-n2c(Cc3ccccc3)nnc2SCc2nc(-c3cccs3)no2)cc1` gave Lipid storage S3 inactive and Lipid storage S3 cell count max 25.

Gathered by group, the compounds so far containing an aryl thioether with sulfur outside any ring (2)
Screening CCCn1nnnc1SCC(=O)N1CCN(C(=O)c2ccco2)CC1 returned Lipid storage S3 inconclusive.
`Fc1ccc(-n2c(Cc3ccccc3)nnc2SCc2nc(-c3cccs3)no2)cc1` gave Lipid storage S3 inactive and Lipid storage S3 cell count max 25.

(list continues)
For CCN(CC)CCNC(=O)COc1ccc(Cl)cc1Cl the results were Lipid storage S3 -7% and Lipid storage S3 cell count max 25.
For Cc1ccc(-n2nnnc2SCC(=O)NC2CCCc3ccccc32)c(C)c1 (configuration not stated) the results were Lipid storage S3 16%.
`COc1ccc(NC(=O)C2CCN(C(=O)Cc3ccccc3)CC2)cc1OC` gave Lipid storage S3 inconclusive.
Screening O=C(/C=C/c1c(Cl)nc2ccccn12)N1CCN(c2ccc(F)cc2)CC1 returned Lipid storage S3 inconclusive.
Screening C#CCOCCOCCOCCNc1nc(N2CCN(C(=O)CCCCCCCCCCNC(=O)Cn3cc(C[C@@H](C)O)nn3)CC2)nc(N2CCN(C(=O)CCCCCCCCCCNC(=O)Cn3cc(C[C@@H](C)O)nn3)CC2)n1 returned Lipid storage S3 inconclusive.
CCN(CC)CCOC(=O)c1ccc(NC(=O)CCCN2C(=O)S/C(=C/c3ccc(OC)cc3)C2=S)cc1 was read as Lipid storage S3 inconclusive.
For CCCCN1C(=O)C(=O)N(CC(=O)N2CCc3ccccc32)C1=O the results were Lipid storage S3 inconclusive.
For Cc1n[nH]c(=O)c2c(NC(=O)CSc3ccc(Br)cc3)oc(C)c12 the results were Lipid storage S3 inconclusive.
`Cc1ccc(S(=O)(=O)NCC[C@@]2(C)C3CCC2(C)C(=O)C3)cc1` (some centres not stated) gave Lipid storage S3 -9% and Lipid storage S3 cell count max -6.
Screening CC(C)n1nc(C(=O)NNC(=O)c2ccc(OC(F)F)cc2)c2ccccc2c1=O returned Lipid storage S3 inconclusive.
For Cc1ccc(NC(=O)c2ccc(OC(=O)C(C)Oc3ccc(Cl)cc3C)cc2)cc1 (configuration not stated) the results were Lipid storage S3 inconclusive.
Screening Cc1ccc(Cl)cc1N1CCN(S(=O)(=O)c2cccc(S(=O)(=O)N3CCCC3)c2)CC1 returned Lipid storage S3 inconclusive.
For O=c1n(Cc2ccccc2F)c2ccccc2n1Cc1ccccc1F the results were Lipid storage S3 inconclusive.
Screening CC(=O)c1ccc(-c2cc([C@H]3[C@H]4C=CC[C@@H](C)[C@@H]4C(=O)N3Cc3ccccc3)ccc2F)cc1 returned Lipid storage S3 inconclusive.
For COc1ccc(CCN2C(=O)CC(C(C)c3ccccc3)C2=O)cc1OC (configuration not stated) the results were Lipid storage S3 inconclusive.
`CCSC1=C(C#N)C(=O)n2c1cc1c2CCCC1` gave Lipid storage S3 inconclusive.
CNC(=O)c1[nH]cnc1C(=O)Nc1cccc(Cl)c1 was read as Lipid storage S3 inconclusive.
COc1cccc(C(=O)Oc2cc(C)[nH]c(=O)c2[N+](=O)[O-])c1 was read as Lipid storage S3 0% and Lipid storage S3 cell count max 12.
Screening CCCN1CNC(=S)N(c2ccccc2OC)C1 returned Lipid storage S3 6% and Lipid storage S3 cell count max -1.
Screening O=C(COC(=O)CCc1ccc(S(=O)(=O)N2CCOCC2)cc1)NC1CCCCCC1 returned Lipid storage S3 inconclusive.
For N=c1c(C(=O)NC2CCCC2)cc2c(=O)n3ccccc3nc2n1C1CCCCC1 the results were Lipid storage S3 inconclusive.
Screening CC(OC(=O)c1cccc(-n2cnnn2)c1)C(=O)NCc1ccccc1 (configuration not stated) returned Lipid storage S3 inconclusive.
CC(C)CC(c1nnnn1CC1CCCO1)N1CCN(Cc2ccc3c(c2)OCO3)CC1 (configuration not stated) was read as Lipid storage S3 inactive.
CC(C)(C)c1ccc(C(=O)Nc2ncn[nH]2)cc1 was read as Lipid storage S3 -4% and Lipid storage S3 cell count max 14.
For CCn1c(SCC(=O)c2c(N)n(C3CC3)c(=O)[nH]c2=O)nnc1-c1ccoc1C the results were Lipid storage S3 inconclusive.
`O=[N+]([O-])c1cccc(-c2ccc(/C=N/NC(=S)Nc3cccc(F)c3)o2)c1` gave Lipid storage S3 -12% and Lipid storage S3 cell count max -8.
`C/C(CC(=O)Nc1ccc(C)c(Cl)c1)=N\NC(=O)c1ccco1` gave Lipid storage S3 -13% and Lipid storage S3 cell count max 15.
COc1ccc(Cc2nnc(SCC(=O)Nc3ccc(C)c(C)c3)o2)cc1OC was read as Lipid storage S3 inconclusive.
CCCn1nnc(NC(=O)c2ccc(-c3cccc(Cl)c3)o2)n1 was read as Lipid storage S3 inconclusive.
Screening c1ccc(Nc2nc(-c3ccncc3)nc3ccccc23)cc1 returned Lipid storage S3 -4% and Lipid storage S3 cell count max -24.
For COc1ccc(-c2nc3ccccc3nc2-c2ccccc2)cc1 the results were Lipid storage S3 24% and Lipid storage S3 cell count max -1.
`O=C(NCC1CCCO1)c1ccc(S(=O)(=O)N2CCC(c3nc4ccc(Cl)cc4[nH]3)CC2)cc1` (configuration not stated) gave Lipid storage S3 4% and Lipid storage S3 cell count max -6.
Screening COc1ccc(C(=O)C[n+]2ccc(N(C)C)cc2)cc1 returned Lipid storage S3 inconclusive.
`CCOc1ccc2oc(C(=O)OCC(=O)NCc3ccc(OC)cc3)c(C)c2c1` gave Lipid storage S3 inconclusive.
Screening COC(=O)c1ccc(/C=N\n2c(C)nnc2C)cc1 returned Lipid storage S3 -9%.
For Cc1ccc(CN2CCN(/N=C/c3cccn3C)CC2)c(C)c1 the results were Lipid storage S3 inconclusive.
`CCCn1c(N)c(C(c2ccc(C(=O)OC)cc2)N2CCN(c3ccccc3)CC2)c(=O)[nH]c1=O` (configuration not stated) gave Lipid storage S3 -19% and Lipid storage S3 cell count max -19.
For COC(=O)C1=C(C)Nc2nnnn2C1c1ccccc1Cl (configuration not stated) the results were Lipid storage S3 4% and Lipid storage S3 cell count max 0.
Screening S=c1nc(C2CCCCC2)n(-c2ccccc2)[nH]1 returned Lipid storage S3 inconclusive.
Screening CC[n+]1cccc(-c2nc3ccccc3s2)c1 returned Lipid storage S3 -7% and Lipid storage S3 cell count max 8.

Overlap with the part before: 5 entries; new compounds follow.
For Cc1ccc(CN2CCN(/N=C/c3cccn3C)CC2)c(C)c1 the results were Lipid storage S3 inconclusive.
`CCCn1c(N)c(C(c2ccc(C(=O)OC)cc2)N2CCN(c3ccccc3)CC2)c(=O)[nH]c1=O` (configuration not stated) gave Lipid storage S3 -19% and Lipid storage S3 cell count max -19.
For COC(=O)C1=C(C)Nc2nnnn2C1c1ccccc1Cl (configuration not stated) the results were Lipid storage S3 4% and Lipid storage S3 cell count max 0.
Screening S=c1nc(C2CCCCC2)n(-c2ccccc2)[nH]1 returned Lipid storage S3 inconclusive.
Screening CC[n+]1cccc(-c2nc3ccccc3s2)c1 returned Lipid storage S3 -7% and Lipid storage S3 cell count max 8.
CCCCn1c(N)c(N(CCOC)C(=O)c2cc(-c3ccc(OC)cc3)nc3ccccc23)c(=O)[nH]c1=O was read as Lipid storage S3 inconclusive.
For O=C(/C=C/c1ccco1)NCC(=O)N/N=C/c1ccccc1[N+](=O)[O-] the results were Lipid storage S3 9% and Lipid storage S3 cell count max -1.
Cc1cccc(NC(=O)CN2C(=O)CSC2=O)c1 was read as Lipid storage S3 -8% and Lipid storage S3 cell count max -1.
`COc1ccc(Nc2nnc(C)c(=O)[nH]2)c(OC)c1` gave Lipid storage S3 20%.
For COC(=O)c1cc(Br)ccc1NC(=O)CSCc1c(C)noc1C the results were Lipid storage S3 inconclusive.
`CC(C)Nc1nc(C#N)nc(NC(C)C)n1` gave Lipid storage S3 22% and Lipid storage S3 cell count max 10.
Screening COc1ccccc1NC(=O)Cn1cnc2c(cnn2-c2ccccc2)c1=O returned Lipid storage S3 inconclusive.
For N#Cc1cc2c(nc1SCC(=O)N1CCOCC1)CCCCC2 the results were Lipid storage S3 inactive and Lipid storage S3 cell count max 17.

The list is partial, so the mix of outcomes need not match the whole.
